Casp7 inh = caspase-7 (human) inhibition, allosteric or competitive. 75,000 tested, 0.02% active. P55210. recombinant caspase-7, Ac-DEVD-AFC fluorescence rate. Potency, µM (series often up to 57.5 µM), for inactives: top-dose activity change, negative = inhibition, usual class: inhibitors. AID 889; active = well fitted inhibition curve with a large enough effect in the main read-out, with a control signal flat, not every such curve was filed as active; inconclusive = small, poorly fitted or top-dose-only effect, or a change in a side signal; note: potency is the fitted concentration of half-maximal effect; % of control where 0% means no effect
BRCT PPI green = blocks human BRCA1 BRCT binding to phosphopeptide, green readout. BRCA1 BRCT-phosphopeptide binding, green fluorescence polarization. P38398. 75,000 tested, 0.05% active. Potency, µM (doses to about 76.9 µM), for inactives: at the highest dose activity change, negative = inhibition, usual class: inhibitors;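 note: potency is the fitted concentration of half-maximal effect; plate controls were peptide without protein for full effect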
Target sequence (P38398 whole entry, looked up): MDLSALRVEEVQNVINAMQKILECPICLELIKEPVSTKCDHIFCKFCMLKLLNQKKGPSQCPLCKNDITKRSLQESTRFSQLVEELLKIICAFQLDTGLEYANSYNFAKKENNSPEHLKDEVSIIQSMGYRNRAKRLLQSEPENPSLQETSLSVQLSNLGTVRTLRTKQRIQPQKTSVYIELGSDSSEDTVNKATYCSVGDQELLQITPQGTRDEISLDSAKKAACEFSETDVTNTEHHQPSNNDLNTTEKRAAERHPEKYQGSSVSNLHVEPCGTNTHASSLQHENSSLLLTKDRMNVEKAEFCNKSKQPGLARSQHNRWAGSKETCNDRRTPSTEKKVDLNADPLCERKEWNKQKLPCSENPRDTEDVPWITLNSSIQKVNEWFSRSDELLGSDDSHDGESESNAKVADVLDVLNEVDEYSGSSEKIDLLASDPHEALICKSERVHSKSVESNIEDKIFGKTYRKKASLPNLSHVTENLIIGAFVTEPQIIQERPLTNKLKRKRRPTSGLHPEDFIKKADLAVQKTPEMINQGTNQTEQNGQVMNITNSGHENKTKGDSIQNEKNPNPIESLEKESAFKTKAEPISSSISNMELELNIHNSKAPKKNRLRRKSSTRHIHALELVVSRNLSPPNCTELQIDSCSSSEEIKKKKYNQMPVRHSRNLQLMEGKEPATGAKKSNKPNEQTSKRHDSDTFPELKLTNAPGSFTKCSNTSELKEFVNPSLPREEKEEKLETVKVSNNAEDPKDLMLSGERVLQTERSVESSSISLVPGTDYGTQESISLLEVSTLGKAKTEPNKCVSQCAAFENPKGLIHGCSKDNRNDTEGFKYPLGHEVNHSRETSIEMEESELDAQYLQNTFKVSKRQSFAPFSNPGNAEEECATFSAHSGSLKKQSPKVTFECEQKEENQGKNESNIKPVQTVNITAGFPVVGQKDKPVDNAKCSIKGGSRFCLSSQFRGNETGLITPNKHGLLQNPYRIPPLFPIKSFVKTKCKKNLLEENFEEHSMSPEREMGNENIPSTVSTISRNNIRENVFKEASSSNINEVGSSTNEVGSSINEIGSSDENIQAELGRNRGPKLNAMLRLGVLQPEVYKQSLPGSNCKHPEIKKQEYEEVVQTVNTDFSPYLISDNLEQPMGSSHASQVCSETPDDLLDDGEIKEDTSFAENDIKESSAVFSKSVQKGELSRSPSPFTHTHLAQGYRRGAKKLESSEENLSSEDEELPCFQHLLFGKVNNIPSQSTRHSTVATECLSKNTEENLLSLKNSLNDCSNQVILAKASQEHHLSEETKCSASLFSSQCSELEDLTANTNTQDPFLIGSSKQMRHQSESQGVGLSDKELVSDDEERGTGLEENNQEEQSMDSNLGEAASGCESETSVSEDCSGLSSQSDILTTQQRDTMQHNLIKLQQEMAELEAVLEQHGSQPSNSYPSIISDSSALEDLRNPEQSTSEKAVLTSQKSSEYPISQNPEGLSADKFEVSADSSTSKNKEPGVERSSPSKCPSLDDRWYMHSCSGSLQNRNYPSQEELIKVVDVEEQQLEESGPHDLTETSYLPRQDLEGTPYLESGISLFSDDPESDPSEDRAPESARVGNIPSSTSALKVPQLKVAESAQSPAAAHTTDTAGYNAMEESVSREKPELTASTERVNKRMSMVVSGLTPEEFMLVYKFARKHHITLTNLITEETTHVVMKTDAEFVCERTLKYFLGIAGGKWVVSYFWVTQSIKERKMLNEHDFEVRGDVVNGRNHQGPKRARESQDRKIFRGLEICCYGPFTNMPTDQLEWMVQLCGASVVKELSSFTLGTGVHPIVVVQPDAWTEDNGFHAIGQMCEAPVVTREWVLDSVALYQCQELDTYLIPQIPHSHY
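Fluorescence polarization: His-tagged BRCT (~35 kDa BRCA1 C-terminus, 250 nM) bound to 100 nM fluorescein-labeled phosphorylated 10-aa BACH1 peptide, pH 7.3 phosphate buffer with DTT and Tween 20. Compounds incubated 12 min at room temperature; inhibition read as lowered polarization.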
A350 autofl = A350 region autofluorescence. Compound autofluorescence, 340/450 nm, Alexa 350 dye-equivalents; hits give high values. 59,000 tested, 11% active. max dye-equivalent concentration, M; in the data active = max dye-equivalent concentration above about 10 nM; inconclusive = mostly about 1.1 nM to 9.6 nM
Rhodamine fluor = compound fluoresces in the rhodamine spectral region; Rhodamine-region fluorescence, 547/598 nm, Tris buffer; hits give high values; max dye-equivalent concentration, M; 59,000 tested, 0.05% active; in the data active = max dye-equivalent concentration above about 11 nM; inconclusive = between about 1.1 nM and that limit
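qHTS spectral profiling of compounds without any target or enzyme present, in pH 8.0 Tris buffer; plates were read after a 15-minute room-temperature incubation using the rhodamine-region filter set.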
Fluorescein fluor = compound fluoresces in the fluorescein spectral region | Compound autofluorescence, 480/540 nm, fluorescein-equivalent; hits give high values | max fluorescein-equivalent concentration, M | 59,000 tested, 0.91% active | AID 593; in the data active = max fluorescein-equivalent concentration above about 10 nM; inconclusive = between about 1.1 nM and that limit
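Read-out is intrinsic compound fluorescence at 480/540 nm (excitation/emission), expressed as dye-equivalent concentration using a fluorescein standard series run on every plate. Compounds sat 15 min at room temperature in 100 mM Tris, pH 8.0.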
HEK293 cAMP cs = raises cAMP in parental HEK293 cells, TSHR agonist counter-screen; parental HEK293 CNG cAMP sensor, membrane potential fluorescence; Potency, µM (top dose mostly 57.1 µM), for the others: top-dose activation, actives largely listed as activators; 73,000 tested, 2.5% active; note: potency is the fitted concentration of half-maximal effect; % of control where 0% means no effect; nearly all actives have a fitted effect of over 55% in size
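Parental HEK 293 cells stably expressing a modified CNG channel (no TSHR) report cAMP rise as membrane depolarization. Membrane potential dye with 100 uM RO 20-1724 was loaded for 60 min at room temperature, then compound added for 30 min; fluorescence read at 590 nm.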
BRCT inh red = disrupts BRCA1 BRCT binding to phosphoprotein, red fluorophore readout | Potency, µM (titrated, usually from 76.9 µM), for the others: at the highest dose activity change, negative = inhibition, usual class: inhibitors | P38398 | BRCT-phosphopeptide binding, red fluorescence polarization | 75,000 tested, 0.03% active; note: % is set by controls: 0 for no effect and ±100 for the full control effect
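Rhodamine-labelled pBACH1 10-mer (100 nM) bound to BRCT domain (100 nM) at pH 7.3; compounds incubated 12 min room temperature, polarization read. Free peptide defines full inhibition; unlabelled decapeptide titrated as control.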
Caspase-1 inhib = allosteric or competitive inhibitors of human caspase-1. P29466. Caspase-1 enzyme, Ac-WEHD-AFC fluorogenic rate. Potency, µM (top dose mostly 57.5 µM), without a hit: at the highest dose activity change, negative = inhibition, most hits filed as inhibitors. 75,000 tested, 0.03% active. AID 900;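 note: potency is the fitted concentration of half-maximal effect; plate controls were vehicle for no effect and no substrate for full effect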
USP2a inh = inhibitors of human ubiquitin-specific protease USP2a. O75604. USP2a enzymatic assay, qHTS inhibition. Potency, µM (doses to about 38.3 µM), for inactives: at the top dose activity change, negative = inhibition, most hits filed as inhibitors. 60,000 tested, 0.1% active. AID 927;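 note: potency is the fitted concentration of half-maximal effect; nearly all actives have a fitted effect of over 60% in size; plate controls were DMSO for no effect and NEM full inhibition control for full effect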
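Inhibition is measured in a cell-free coupled assay with 20 nM USP2 core, 20 nM Ub-PLA2 and 20 uM NBD C6-HPC, 2.5 h incubation. Activity normalized to NEM control.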
4-MU autofl = compound fluoresces in the 4-MU spectral region | max dye-equivalent concentration, M | AID 589 | 59,000 tested, 11% active | compound autofluorescence, 340/450 nm, 4-MU equivalents; hits give high values; in the data active = max dye-equivalent concentration above about 10 nM; inconclusive = mostly about 1.1 nM to 9.6 nM
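Intrinsic fluorescence at 340/450 nm (ex/em) was read after 15 min at room temperature in pH 8.0, 100 mM Tris. Each compound concentration expressed as 4-MU-equivalent concentration from a six-point 4-MU standard series on each plate.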
Texas Red fluor = compounds fluorescent in Texas Red spectral region; Compound fluorescence, Texas Red channel, 547/618 nm; hits give high values; max dye-equivalent concentration, M; 59,000 tested, 0.06% active; in the data active = max dye-equivalent concentration above about 10 nM; inconclusive = between about 1.1 nM and that limit
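Spectral interference profiling: each compound concentration's relative fluorescence, read with a 547 nm excitation and 618 nm emission filter pair, was normalized to a per-plate Texas Red standard curve.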
Active calls of the source: *; i = inactive; ? = inconclusive; . = no result given; [ ] = dose if it differs, or a comment. Unless noted, calls come from the whole dose curve; as a rule, active = well fitted curve in the direction sought with a large enough effect; inconclusive = small, poorly fitted or top-dose-only effect, or another doubt; inactive = no such curve, though single readings can be large; an effect the other way counts as inactive or inconclusive. These rows are one share of the data; the hit share may differ from the screen's.

SMILES | Casp7 inh | BRCT PPI green | A350 autofl | Rhodamine fluor | Fluorescein fluor | HEK293 cAMP cs | BRCT inh red | Caspase-1 inhib | USP2a inh | 4-MU autofl | Texas Red fluor
O=C(Cc1ccsc1)NCC(c1ccco1)N1CCCCC1 (stereo unspecified) | -1.2% | 0.8% | ? | i | i | ? | -0.7% | -4.7% | 5.6% | ? | i
COCCNC(=O)C(c1ccc(F)cc1)N(CCOC)C(=O)CCC(=O)Nc1nccs1 (stereo unspecified) | 2.4% | -6.4% | i | i | i | 23.2% | 0.8% | -0.5% | -3.8% | i | i
COc1ccccc1C1CC(c2ccc(Cl)cc2Cl)Nc2nc(N)nn21 (stereo unspecified) | -5.7% | 0.4% | . | . | . | 5.5% | -1.9% | -2.1% | . | . | .
O=C(O)C(=Cc1ccc(-c2ccccc2)cc1)C(=O)O | -2.6%[11.5 µM] | -0.5%[15.4 µM] | 8.26e-08M* | i | ? | 5.7%[11.4 µM] | -1.3%[15.4 µM] | -1.2%[11.5 µM] | . | 7.48e-08M* | i
CCOC(=O)N1CCN(C(=O)c2ccc3c(=O)n(Cc4ccccc4)c(=S)[nH]c3c2)CC1 | -5.7% | 0.7% | i | i | i | ? | 0.3% | 0.3% | 35.3%[activator] | i | i
CCOc1ccc(C2=CS/C(=C(\C#N)c3nnc4n3CCCCC4)N2CC)cc1 | -0.2% | 1.4% | i | i | ? | 9.0% | 0.2% | -3.5% | -0.8% | i | i
Cn1c(Cc2ccccc2)nnc1SCC(=O)N1CCN(c2ccccc2)CC1 | -10.8% | 1.6% | 1.03e-07M* | i | i | 5.9% | 0.5% | -7.8% | 5.3% | 1e-07M* | i
O=c1nc(-c2ccccc2)c2cc(Cl)ccc2[nH]1 | -15.3% | -7.9% | 2.43e-07M* | i | i | -4.6% | -0.5% | ? | 3.0% | 2.84e-07M* | i
O=C(NCc1ccc2c(c1)OCO2)c1cccc(C(=O)NCc2ccc3c(c2)OCO3)c1 | 0.3% | -2.2% | . | . | . | 15.6% | -1.4% | -1.3% | 17.3% | . | .
CCCNC(=O)Nc1ccccc1C(=O)Nc1ccc(OC)cc1 | 0.3% | 0.2% | i | i | i | 5.2% | -0.5% | 0.7% | -0.8% | i | i
CCn1c(SCc2nc3ccccc3[nH]2)nnc1-c1ccccc1OC | -1.2% | -1.9% | ? | i | ? | 4.8% | 1.2% | -1.6% | 17.5% | ? | i
CCN(CC)CCOC(=O)C1(C2CCCCC2)CCCCC1 | 1.1% | -1.4%[3.08 µM] | ? | i | ? | ? | -1.2% | . | 0.6% | i | ?

Structural class, those above containing an aryl thioether with sulfur outside any ring (2)
SMILES | Casp7 inh | BRCT PPI green | A350 autofl | Rhodamine fluor | Fluorescein fluor | HEK293 cAMP cs | BRCT inh red | Caspase-1 inhib | USP2a inh | 4-MU autofl | Texas Red fluor
Cn1c(Cc2ccccc2)nnc1SCC(=O)N1CCN(c2ccccc2)CC1 | -10.8% | 1.6% | 1.03e-07M* | i | i | 5.9% | 0.5% | -7.8% | 5.3% | 1e-07M* | i
CCn1c(SCc2nc3ccccc3[nH]2)nnc1-c1ccccc1OC | -1.2% | -1.9% | ? | i | ? | 4.8% | 1.2% | -1.6% | 17.5% | ? | i

New compounds follow.
SMILES | Casp7 inh | BRCT PPI green | A350 autofl | Rhodamine fluor | Fluorescein fluor | HEK293 cAMP cs | BRCT inh red | Caspase-1 inhib | USP2a inh | 4-MU autofl | Texas Red fluor
CCOc1ccc(S(=O)(=O)NCCC(=O)NC2=NCCS2)cc1 | 1.9% | -3.7% | i | i | ? | 19.9% | 1.7% | -0.3% | 1.3% | i | i
O=C(Nc1c(C(=O)N2CCCC2)cnn1-c1ccccc1)c1cccc(F)c1 | -0.1% | -2.2% | . | . | . | -0.7% | 0.3% | 0.7% | 1.1% | . | .
FC(F)(F)c1ccccc1-c1cncnc1NCc1ccccc1 | -21.7% | 0.9% | i | i | i | 22.5% | -2.5% | -9.2% | 37.2%[activator] | i | i
O=S1(=O)N=C(N2CCc3ccccc3C2)c2ccccc21 | 1.2% | 1.2% | i | i | i | 5.3% | 1.3% | 2.5% | 11.0% | i | i
Cc1cc(C)n(-c2nc3ccccc3nc2N2CCN(C(=O)c3ccc(F)cc3)CC2)n1 | -12.3% | 0.3% | 1.42e-08M* | i | i | 7.6% | 0.1% | -10.5% | 27.3% | 1.47e-08M* | i
O=c1c2ccccc2c(C=NC2CCS(=O)(=O)C2)c(O)n1-c1ccccc1 (stereo unspecified) | -2.5% | -0.3% | ? | i | ? | 1.0% | -0.2% | -2.3% | -6.1% | ? | i
O=C(CN1CCSCC1)N1CCc2[nH]c3ccc(Br)cc3c2C1 | -9.5% | 0.7% | i | i | i | -14.8% | -1.4% | -9.7% | 31.9%[activator] | i | ?
OCCCc1nc2ccccc2n1CCOc1ccccc1 | 0.1% | -0.2% | . | . | . | 25.1%[11.4 µM] | -0.9% | 1.2% | 11.0%[7.66 µM] | . | .
CC(CN(C)C)NC(=O)c1ccc(Cc2nc3ccccc3[nH]2)cc1 (stereo unspecified) | 2.9% | 0.6% | . | . | . | -8.6% | 0.3% | -1.9% | . | . | .
O=S(=O)(NC1CCCCC1)c1ccc(Cl)s1 | 0.0% | 0.7% | i | i | i | 5.6% | 0.1% | 0.8% | 5.3% | i | i
COc1cc(-c2cc(OC)c3c(C)oc(C)c3c(=O)c2)ccc1O | -12.9% | -1.5% | i | i | ? | 9.2% | 0.9% | -1.4% | 18.1% | i | i
COc1ccc(-c2nn(-c3ccccc3)cc2/C=N/n2cnnc2)cc1OC | 0.1% | 2.0% | i | i | i | ? | -0.7% | 2.7% | 17.7% | i | i
O=c1c(F)cn(C2CCCO2)c(=O)n1Cc1ccccc1F (stereo unspecified) | 0.6% | -0.3% | i | i | i | -3.6% | -0.5% | 0.4% | 0.1% | i | ?
Cc1cnn(C(=O)c2oc3ccccc3c2C)c1 | 0.1% | -1.4% | i | i | i | 16.6% | -0.6% | 1.0% | -2.1% | i | i
O=c1[nH]c2ccc(S(=O)(=O)Nc3ccc(-c4nnc5n4CCCCC5)cc3)cc2o1 | 0.9% | -0.9% | i | i | i | -1.4% | -0.8% | 1.0% | -1.1% | i | ?
CCOC(=O)c1cnc(SCc2nc(N)nc(Nc3ccc(C)cc3)n2)nc1N | -5.0% | 9.7% | i | i | i | -11.9% | 1.4% | -3.9% | 53.0%[activator] | i | ?
COc1ccc(Nc2nnc(Cc3ccccc3)c(=O)[nH]2)c(OC)c1 | -2.1% | -1.4% | i | i | i | 1.5% | 0.6% | 1.2% | 9.0% | i | i
Cc1cc(NC(=O)Cc2cn3ccsc3n2)n(-c2ccccc2)n1 | -2.5% | -2.3% | i | i | ? | -0.6% | 1.5% | -0.7% | 3.4% | i | i
CCCCc1nc(Cl)c(CO)n1Cc1ccc(-c2ccccc2-c2nn[nH]n2)cc1 | 1.3% | -2.2%[3.08 µM] | . | . | . | . | 0.4% | -0.3% | -5.6% | . | .
CCOC(=O)N1CCC(NC(=O)CSCc2cnn(-c3ccccc3)c2-n2cccc2)CC1 | 0.2% | 0.4% | i | i | i | 23.1% | -0.5% | 0.2% | 20.3% | i | i
CCOc1ccc(N2C(=O)c3cccnc3C2Nc2ccc(C)cc2)cc1 (stereo unspecified) | -0.6% | -0.6% | i | i | i | 2.0% | -2.1% | 2.1% | 24.5% | i | i
CC(=O)N1CCN(S(=O)(=O)c2cccc(C(=O)Nc3nc4ccccc4[nH]3)c2)CC1 | 0.6% | -0.6% | i | i | i | -9.7% | -2.7% | 0.6% | 9.7% | i | i
Cc1nc(=O)c(-c2ccccc2)c(C)n1-c1ccc(S(N)(=O)=O)cc1 | . | . | i | i | i | . | . | . | . | i | i
COc1ccc(-c2nnc(SCC(=O)Nc3cc(C)on3)n2C)cc1OC | 2.6% | 0.0% | ? | i | i | -0.6% | -1.6% | 0.5% | -3.0% | ? | i
CC(C)c1nc(NCC2CCCO2)c(C#N)c2c1COC(C)(C)C2 (stereo unspecified) | . | . | 1.02e-07M* | i | ? | . | . | . | . | 8.71e-08M* | i
CS(=O)(=O)Nc1cccc(-c2nccc(-n3ccnc3)n2)c1 | 0.7% | 2.1% | i | i | ? | -6.4% | 1.0% | 0.9% | -1.0% | i | i
COCCNC(=O)CN1C(=O)CC(C)(C)S(=O)(=O)c2ccccc21 | 0.8% | -1.0% | . | . | . | 9.2% | 1.2% | -0.7% | . | . | .
O=C(O)/C=C1\CCCc2ccccc2[C@H]1O | -3.7% | 0.4% | . | . | . | 11.3% | 1.1% | -4.8% | . | . | .
Cn1c(=O)oc2cc(S(=O)(=O)N3CCN(c4cccc(Cl)c4)CC3)ccc21 | -1.7% | 7.2% | i | i | ? | 23.9% | -1.1% | -2.5% | 10.0% | i | i
O=C(CCOc1ccccc1)Nc1ccc(S(=O)(=O)N2CCCC2)cc1 | -7.4% | -0.7% | i | i | i | -0.1% | -1.3% | 0.2% | 16.8% | i | i
O=C(NCCSc1ccccc1)c1ccccc1 | -0.4% | -1.4% | i | i | i | 7.8% | 0.2% | -0.8% | 2.2% | i | i
COc1ccc(CN2CCNC(=O)C2CC(=O)O)c(OC)c1 (stereo unspecified) | 1.4% | 1.7% | . | . | . | ? | -3.3% | -1.2% | . | . | .
COC(=O)[C@@]1(Cc2ccc(OC)cc2)[C@H]2c3cc(C(=O)N4CCCC4)n(Cc4cc(C)n(C)n4)c3C[C@H]2CN1C(=O)c1ccccc1 | -2.3% | -1.0% | . | . | . | 12.6µM* | 0.4% | -5.7% | . | . | .

From PubChem
